Epigenetic mod: epigenetic modulators derepressing GFP locus in mouse cells; AID 597; Potency, µM (highest dose often 46.1 µM), without a hit: at the top dose GFP derepression (activation); mouse C127i GFP locus derepression, cytometry, 30 h; hit rate 0.09% among 68,000; further: % of control where 0% means no effect
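Murine C127i mammary cells carrying a silenced, stably integrated CMV-driven GFP reporter were treated with compound for 30 hours at 37 C. After PBS washes, GFP-positive cells were counted by laser-scanning microplate cytometry.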
ALOX15 inhib: blocks human 15-lipoxygenase activity | P16050 | purified 15hLO-1, xylenol orange hydroperoxide absorbance | Potency, µM (top dose mostly 57.1 µM), without a hit: at the highest dose activity change, negative = inhibition, actives largely listed as inhibitors | hit rate 1.4% among 74,000 | AID 887; further: potency means the concentration at half of the fitted maximal effect; on the % scale 0 is the no-effect control and ±100 the full control effect; nearly all actives have a fitted effect of over 55% in size
Target sequence (P16050 whole entry, looked up): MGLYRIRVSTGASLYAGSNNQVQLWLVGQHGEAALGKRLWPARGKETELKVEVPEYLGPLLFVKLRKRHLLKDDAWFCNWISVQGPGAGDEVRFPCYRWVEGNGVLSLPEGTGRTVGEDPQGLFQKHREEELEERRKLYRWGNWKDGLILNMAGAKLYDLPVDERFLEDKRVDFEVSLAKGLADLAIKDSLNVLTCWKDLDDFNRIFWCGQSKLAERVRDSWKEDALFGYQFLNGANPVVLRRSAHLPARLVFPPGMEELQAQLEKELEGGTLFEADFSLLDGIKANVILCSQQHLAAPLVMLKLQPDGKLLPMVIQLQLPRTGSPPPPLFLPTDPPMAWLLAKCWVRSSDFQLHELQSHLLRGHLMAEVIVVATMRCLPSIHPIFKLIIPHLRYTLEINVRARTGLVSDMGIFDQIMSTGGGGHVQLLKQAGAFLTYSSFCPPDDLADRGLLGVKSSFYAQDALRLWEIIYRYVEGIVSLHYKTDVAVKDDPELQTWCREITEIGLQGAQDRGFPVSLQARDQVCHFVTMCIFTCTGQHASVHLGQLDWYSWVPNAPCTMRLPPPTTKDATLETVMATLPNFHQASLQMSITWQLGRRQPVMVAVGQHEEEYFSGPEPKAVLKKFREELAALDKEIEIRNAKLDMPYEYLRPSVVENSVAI
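Hydroperoxide formed from arachidonic acid (50 uM) by purified human 15hLO-1 (40 nM) oxidizes ferrous iron, and the ferric-xylenol orange complex is read at 573 versus 405 nm. Compounds were preincubated 15 min; reaction ran 6 min at room temperature.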
HADH2 inh: blocks human hydroxyacyl-CoA dehydrogenase type II | AID 886 | recombinant HADH2, NADH fluorescence, beta-hydroxybutyryl-CoA | hit rate 3.4% among 73,000 | Q99714 | Potency, µM (doses to about 57.1 µM), without a hit: at the highest dose activity change, negative = inhibition, actives largely listed as inhibitors; further: potency means the concentration at half of the fitted maximal effect; on the % scale 0 is the no-effect control and ±100 the full control effect; nearly all actives have a fitted effect of over 60% in size; many of its hits are not listed in these tables
Target sequence (Q99714 whole entry, looked up, one chain of several): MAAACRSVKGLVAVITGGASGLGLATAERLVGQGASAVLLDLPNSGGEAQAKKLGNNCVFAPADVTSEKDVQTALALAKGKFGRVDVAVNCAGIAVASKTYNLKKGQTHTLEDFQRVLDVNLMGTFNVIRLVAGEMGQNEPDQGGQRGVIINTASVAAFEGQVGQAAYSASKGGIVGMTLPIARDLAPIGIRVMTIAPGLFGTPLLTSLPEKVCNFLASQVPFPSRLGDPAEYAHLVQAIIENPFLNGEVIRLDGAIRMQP
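Read-out: 360 nm excitation, 450 nm emission, kinetic over 4 min. Conditions: His-tagged human HADH2 20 nM, pH 9.0 Tris with Tween-20, 1 mM NAD+, 90 uM beta-hydroxybutyryl-CoA.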
CRE Fsk mod: modulators of forskolin-stimulated CRE signaling in CHO cells | CHO CRE-bla reporter (cAMP response element driving beta-lactamase), forskolin EC10, beta-lactamase ratio | Potency, µM (highest dose often 38.2 µM), for the others: top-dose activity change, negative = inhibition, actives largely listed as activators | hit rate 2.5% among 71,000; active means well fitted activation curve with a large enough effect in the signal ratio, with a control signal flat, not every such curve was filed as active; inconclusive means small, poorly fitted or top-dose-only effect, or effect the other way, or a change in a side signal; the % refers to the signal ratio; further: potency means the concentration at half of the fitted maximal effect; % of control where 0% means no effect
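Forskolin analogue NKH 477 at EC10 stimulated CRE-driven beta-lactamase in CHO cells alongside compound dilution series. Beta-lactamase was measured with CCF4, excitation 405 nm, emission ratio 460/530 nm.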
Hsp90 Hop PPI: changes Hsp90-Hop TPR2A binding signal, up or down | AlphaScreen TPR2A-His6 binding biotin-Hsp90 C-terminal peptide | Potency, µM (top dose mostly 57 µM), for inactives: at the highest dose activity change, negative = inhibition | hit rate 0.44% among 71,000; active means well fitted curve in either direction with a large enough effect; inconclusive means small, poorly fitted or top-dose-only effect, or another doubt; further: potency means the concentration at half of the fitted maximal effect; on the % scale 0 is the no-effect control and ±100 the full control effect; many of its hits are not listed in these tables
UbGFP stabilizer: proteasome inhibitors stabilizing ubiquitin-GFP reporter. Ubiquitin-GFP reporter cells, proteasome inhibition, GFP fluorescence; response scale: untreated = 0%, 10 µM MG-132 = 100%. Potency, µM (titrated, usually from 45.9 µM), without a hit: at the highest dose activation (GFP accumulation), actives largely listed as activators. 67,000 tested, under 10 active; active means well fitted activation curve with a large enough effect, not every such curve was filed as active; inconclusive means small, poorly fitted or top-dose-only effect, or another doubt; inactive means no such curve, though single readings can be large or run the other way; further: potency means the concentration at half of the fitted maximal effect
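Proteasome block read as GFP accumulation: ubiquitin(G76V)-GFP U2OS cells exposed to compound (2.9 nM–46 uM) for 4 hr at 37 C. Normalization used untreated cells as 0% and 10 uM MG-132 as 100%; concentration-response curves fitted.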
FLuc inh: blocks Photinus pyralis firefly luciferase activity. AID 411. Potency, µM (titrated, usually from 57.1 µM), for inactives: top-dose activity change, negative = inhibition, most hits filed as inhibitors. purified firefly luciferase, luminescence, 8 min. hit rate 2.2% among 72,000. P08659; further: potency means the concentration at half of the fitted maximal effect; on the % scale 0 is the no-effect control and ±100 the full control effect; nearly all actives have a fitted effect of over 40% in size
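qHTS concentration-response profiling: light output of P. pyralis luciferase with luciferin and 10 uM ATP, imidazole buffer pH 7.2. Read by luminescence after 8-min room-temperature incubation.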
HBB splicing: modulators of hemoglobin beta chain splicing. HBB splicing reporter cell assay, activation; EGFP reporter with mutant IVS2-654 intron; response scale: normalised to 500 nM splice-correcting PNA. Potency, µM (titrated, usually from 46.1 µM), for the others: at the top dose activation, hits mostly activators. hit rate 0.06% among 65,000. AID 925; further: potency means the concentration at half of the fitted maximal effect; 0% is about no effect
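Compounds were applied for 2 days to HeLa EGFP-654 cells, 500/well in Optimem with 2% FCS. The reporter's EGFP is disrupted by mis-splicing of beta-globin intron IVS2-654. Readout: summed well GFP fluorescence from 488 nm laser scanning; reference was 500 nM antisense […] 654 PNA.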
ERK AVP inh: inhibitors of vasopressin-stimulated ERK signaling pathway; HEK293-V1b, vasopressin-stimulated pERK AlphaScreen; Potency, µM (titrated, usually from 57.5 µM), inactives show at the top dose activity, negative = inhibition, actives largely listed as inhibitors; hit rate 0.99% among 72,000; further: potency means the concentration at half of the fitted maximal effect; on the % scale 0 is the no-effect control and ±100 the full control effect; nearly all actives have a fitted effect of over 55% in size
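HEK293 cells stably expressing V1b receptor, preincubated 30 min at 37 °C with compound, then stimulated 5 min with 25 nM vasopressin. Phospho-ERK by AlphaScreen SureFire after 5 h RT; normalized to DMSO and vasopressin; AC50 by Hill fit.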
Tau filament bind: binders of human tau filaments. P10636. recombinant tau filaments, thioflavin S fluorescence, 15 h; filaments grown with octadecylsulfate alongside compound. Potency, µM (series often up to 57.1 µM), for inactives: at the top dose activity change, negative = inhibition. hit rate 2% among 71,000. AID 596;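 further: potency means the concentration at half of the fitted maximal effect; on the % scale 0 is the no-effect control and ±100 the full control effect; actives lower thioflavin S fluorescence by blocking filaments or displacing dye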
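ThS-based fibril read: tau 1 uM final, inducer ODS 30 uM final, 37 C for 15 h, ex 450/em 510 nm.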
DNA Pol III inh: inhibitors of bacterial DNA polymerase III holoenzyme; Potency, µM (titrated, usually from 57.1 µM), for the others: at the top dose activity change, negative = inhibition; reconstituted DNA polymerase III holoenzyme replication, biochemical; hit rate 0.25% among 71,000; further: potency means the concentration at half of the fitted maximal effect; on the % scale 0 is the no-effect control and ±100 the full control effect
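Reconstituted *E. coli* holoenzyme (0.35 nM Pol III, 1 nM beta, 154 nM SSB, 2 nM primase) was preincubated with compound for 15 min at RT. Synthesis on 1.4 nM ssM13Gori ran 35 min, then was stopped with PicoGreen/EDTA and read as dsDNA fluorescence.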
Starred values were filed as active, the others as inactive; ? = inconclusive; · = no result given; & = joins results of further samples; [ ] = remark or other dose. Unless noted, the call rests on the fitted dose curve; in most records, active means well fitted curve in the direction sought with a large enough effect; inconclusive means small, poorly fitted or top-dose-only effect, or another doubt; inactive means no such curve, though single readings can be large; an effect the other way counts as inactive or inconclusive.

SMILES | Epigenetic mod | ALOX15 inhib | HADH2 inh | CRE Fsk mod | Hsp90 Hop PPI | UbGFP stabilizer | FLuc inh | HBB splicing | ERK AVP inh | Tau filament bind | DNA Pol III inh
COC(=O)c1ccc(NC(=O)C(C)N2C(=O)c3ccccc3C2=O)cc1 (centres undefined) | -1% | ? | -9% | 1% | -7% | 18% | -2% | 0.7% | 29% | 3% | -6%
N#Cc1ccc(CSc2nnc(NC(=O)C3CCCO3)s2)cc1 (centres undefined) | 1% | -7% | -18% | ? | 0% | 3% | 2% | 0.3% | 11% | 3% | -7%
CCSc1nnc(Cc2cc(=O)[nH]c(=O)[nH]2)n1-c1cc(C)ccc1C | 0% | 5% | -2% | ? | -1% | 1% | 2% | 1.6%[57.5 µM] | -7% | 3% | -17%
CCCCc1c(O)nc(N2CCN(Cc3ccccc3)CC2)[nH]c1=O | 0% | 4% | 18% | -9% | -2% | 7% | -10% | 1.3% | 2% | -4% | -8%
CCOC(=O)N/N=C1/C[C@@H](O)[C@@H](O)[C@@H]2[C@@H]3C(=O)N(Cc4ccc5c(c4)OCO5)C(=O)[C@H]3CC[C@@H]12 | · | 5%[11.4 µM] | -2%[11.4 µM] | · | · | · | -2%[11.4 µM] | 3.5%[9.22 µM] | 4%[11.5 µM] | · | ·
CCOc1ncccc1C(=O)OCC(=O)NCCc1ccc(OC)cc1 | -2% | 12% | -28% | ? | -8% | 0% | 4% | -0.3% | -4% | 27% | -5%
O=C(NCCCN1CCOCC1)c1c(O)c2ccccc2[nH]c1=O | 3% | 6% | -2% | 13% | 2% | 7% | 0% | · | 1% | -4% | -3%
COc1cccc(C2CC(c3ccc(Cl)cc3)Nc3nc(N)nn32)c1 (centres undefined) | · | -23% | -2% | -5% | -8%[2.3 µM] | -10% | -2% | -0.9% | -9% | -8% | 7%
c1cc2c(cc1Cn1cnnn1)OCO2 | -1% | 13% | -7% | -2% | -4% | 1% | 2% | -0.1%[57.5 µM] | ? | 2% | -3%
C[C@](O)(C(=O)Nc1ccc(S(=O)(=O)c2ccccc2)cc1)C(F)(F)F | 0% | 2%[25.6 µM] | 1% | -1% | -4% | 0% | 1% | · | 1% | ? | 2%
Cn1cccc1CNC(=O)Nc1ccc(Cl)c(Cl)c1 | 12% | 0% | 0% | -12% | -4% | -11% | -6% | 0.6% | 8% | 4% | -1%
CCn1c(SCC(=O)Nc2ccc3c(c2)OCO3)nnc1-c1cnccn1 | -2% | -1% | 4% | ? | -4% | · | 1% | 2.6%[0.369 µM] | -8% | -22% | -5%
C#CC1(O)CC(C)N(C)C(C)C1 (centres undefined) | 0% | 7% | 0% | 4% | -3% | -1% | 2% | · | -3% | -4% | -5%
C=CCNc1nc2ccccc2nc1NS(=O)(=O)c1cccs1 | -2% | 6% | -22% | 7% | 2% | · | -2% | 4.8%[0.369 µM] | 1% | 0% | -4%
COc1ccccc1S(=O)(=O)Cc1ccc(C(=O)NC(C)c2ccc3c(c2)OCCO3)o1 (centres undefined) | 0% | -9% | 3% | -8% | -2% | 6% | 1% | 2.7%[1.84 µM] | -5% | 1% | 0%
O=C(CSc1nnc(COc2cccc3cccnc23)o1)c1ccc(F)cc1 | 0% | -7% | 10% | ? | -7% | 1% | -1% | 2.4% | ? | 20% | -5%
CCCC(=O)Nc1ccc(Cl)c(NC(=O)C(C)(C)C)c1 | 7% | 3% | 13% | 10% | 0% | -3% | 4% | 0.1% | 1% | -5% | -2%
COc1ccccc1Nc1nc(N)nc(CSc2ncccn2)n1 | 2% | -12% | 11% | ? | ? | 4% | 0% | 0.2% | 17% | 8% | -11%
CCOC(=O)N1CCN(c2cc(=O)n(-c3ccc(OC)cc3)c(=O)[nH]2)CC1 | 0% | 3% | ? | -4% | -4% | -4% | 0% | -1.7% | 9% | -2% | 1%
CCCCN(CC)S(=O)(=O)c1ccc(C(=O)Nc2nnc(COC)o2)cc1 | 4% | 54%[activator] | -2% | -6% | -18% | -7% | 2% | -1.6% | 14% | -5% | -4%
COC(=O)c1ccc(C(NC(=O)OCc2ccccc2)/C(C)=C/[C@@H](C)C(=O)NCc2nn(-c3ccccc3)nc2C)cc1 (some centres undefined) | · | -11% | -8% | 1% | 3% | · | · | -1.3% | -19% | 9% | -4%
CCOc1cc(C(=O)OCc2ccc(C(=O)OC)o2)cc(Br)c1OC | 0% | -1% | 22% | ? | 14% | 3% | 1% | -1.4% | 9% | 23% | -5%
O=C(c1ccco1)N1CCC2(CCCN(Cc3ccncc3)C2)CC1 | 2%[9.22 µM] | 1% | 1% | -4% | -5% | -4% | 2%[11.4 µM] | 1.6% | 19% | 37% | -6%
Cc1cc(C)n(-c2nc3ccccc3c(=O)n2OCc2ccc(F)cc2)n1 | -2% | -5% | 2% | ? | 3% | -3% | 0% | -0.1%[57.5 µM] | 8% | 0% | 0%
CCOC(=O)[C@H](CCc1ccccc1)N[C@@H](C)C(=O)N1CCC[C@H]1C(=O)O | 2%&-1%[20.6 µM] | 8%[25.6 µM] | 4%[25.6 µM] | -5%[17.1 µM] | -1%[26 µM] | 9%[20.5 µM] | 1%&14%[25.5 µM] | -0.4%[20.6 µM] | -1%[25.7 µM] | 22%[25.6 µM] | 2%[25.6 µM]
Cc1onc(-c2c(Cl)cccc2Cl)c1C(=O)Nc1ccc2c(c1)OCO2 | 0% | 0% | 0% | -20% | -4% | -6% | -4% | 0.2% | -7% | 3.2µM* | 2%
c1ccc(NCc2nnc3n2CCCCC3)cc1 | 0% | 4% | -14% | 1% | -2% | -3% | 0% | -0.3%[57.5 µM] | -15% | 4% | -3%
O=C(C1CCN(S(=O)(=O)c2cccc3nsnc23)CC1)N1CCN(c2ccccc2F)CC1 | -3% | -1% | 3% | ? | -6% | -6% | 3% | -1.8% | 10% | -12% | 1%
O=C1CCCC(O)=C1C1C2=C(CCCC2=O)Oc2ccccc21 (centres undefined) | 0% | 15% | -13% | ? | -1% | -13% | 0% | -2.8% | 8% | 9% | 1%
CC(=O)Nc1c(O)n(C)c2ccccc12 | 0% | -1% | 1% | -7% | 2% | 22% | 6% | -0.9% | -11% | -2% | 2%

Single values from above.
Value of O=C(NCCCN1CCOCC1)c1c(O)c2ccccc2[nH]c1=O under ERK AVP inh: 1%
Value of C[C@](O)(C(=O)Nc1ccc(S(=O)(=O)c2ccccc2)cc1)C(F)(F)F under Epigenetic mod: 0%

(more compounds)
SMILES | Epigenetic mod | ALOX15 inhib | HADH2 inh | CRE Fsk mod | Hsp90 Hop PPI | UbGFP stabilizer | FLuc inh | HBB splicing | ERK AVP inh | Tau filament bind | DNA Pol III inh
CC(C)c1nnc(NC(=O)C2CCN(c3nc4ccccc4s3)CC2)s1 | 0% | -1% | 13% | ? | -3% | 4% | 3% | -1.0% | -5% | -4% | -2%
CCOC(=O)c1cc(C#N)c(SCC(=O)c2cc(C#N)c(SC)nc2C)nc1C | 0% | 2% | 84%[activator] | ? | 1% | -1% | 1% | -0.2%[57.5 µM] | 13% | -22% | 1%
CC1=C(C(=O)OC(C)C)C(c2c[nH]c3ccccc23)n2ncnc2N1 (centres undefined) | · | 4% | -8% | -12% | -4%[2.3 µM] | -6% | 1% | -0.3% | -1% | -2% | -2%
CCS(=O)(=O)CCSc1nc(C)cc(C)c1C#N | 0% | -6% | -3% | 7% | -3% | -2% | 5% | 3.8% | -7% | 1% | -1%
O=C(COC(=O)c1ccc(S(=O)(=O)N2CCCC2)cc1)NCc1ccccc1 | -3% | 2% | 8% | ? | -4% | -2% | 1% | -0.9% | -8% | 6% | 1%
Cc1ccc(NC(=O)CS(=O)CC(=O)NCCCN(C)c2ccccc2)cc1 (centres undefined) | 1% | 6% | 9% | -3% | -6% | -1% | 1% | · | 3% | -9% | 4%
Cc1ccc(NC(=O)C2CCCN(S(=O)(=O)c3ccc4c(c3)oc(=O)n4C)C2)nc1 (centres undefined) | · | -2% | -1% | -4% | -6%[2.3 µM] | -3% | 3% | -0.9% | 1% | -8% | 2%

From PubChem BioAssay

An excerpt, so the mix of outcomes need not match the whole.
